TRHR enhancer: TRH receptor (human) allosteric enhancement; TRHR cells, fluo-8 calcium fluorescence, EC20 TRH enhancement; 360,000 compounds, 0.66% hits; AID 493056; P34981; enhancement, % at 2 µM; in the data active = enhancement above about 30%; note: 0% is about no effect
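TRHR-expressing cells loaded with fluo-8 calcium dye were read kinetically (ex 480/em 530) during compound addition, then stimulated with an EC20 of TRH (10 nM final). Enhancement of the Gq-mediated intracellular calcium response was scored.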
USP1 inh: inhibitors of human USP1/UAF1 deubiquitinase; 390,000 compounds, 0.23% hits; recombinant USP1/UAF1, Ub-Rhodamine cleavage fluorescence; Potency, µM (highest dose often 57.1 µM), inactives show at the highest dose activity change, negative = inhibition, actives largely listed as inhibitors; note: potency is the fitted concentration of half-maximal effect; % is set by controls: 0 for no effect and ±100 for the full control effect; nearly all actives have a fitted effect of over 60% in size; inactives centre near -12
Target sequence (O94782 whole entry, looked up): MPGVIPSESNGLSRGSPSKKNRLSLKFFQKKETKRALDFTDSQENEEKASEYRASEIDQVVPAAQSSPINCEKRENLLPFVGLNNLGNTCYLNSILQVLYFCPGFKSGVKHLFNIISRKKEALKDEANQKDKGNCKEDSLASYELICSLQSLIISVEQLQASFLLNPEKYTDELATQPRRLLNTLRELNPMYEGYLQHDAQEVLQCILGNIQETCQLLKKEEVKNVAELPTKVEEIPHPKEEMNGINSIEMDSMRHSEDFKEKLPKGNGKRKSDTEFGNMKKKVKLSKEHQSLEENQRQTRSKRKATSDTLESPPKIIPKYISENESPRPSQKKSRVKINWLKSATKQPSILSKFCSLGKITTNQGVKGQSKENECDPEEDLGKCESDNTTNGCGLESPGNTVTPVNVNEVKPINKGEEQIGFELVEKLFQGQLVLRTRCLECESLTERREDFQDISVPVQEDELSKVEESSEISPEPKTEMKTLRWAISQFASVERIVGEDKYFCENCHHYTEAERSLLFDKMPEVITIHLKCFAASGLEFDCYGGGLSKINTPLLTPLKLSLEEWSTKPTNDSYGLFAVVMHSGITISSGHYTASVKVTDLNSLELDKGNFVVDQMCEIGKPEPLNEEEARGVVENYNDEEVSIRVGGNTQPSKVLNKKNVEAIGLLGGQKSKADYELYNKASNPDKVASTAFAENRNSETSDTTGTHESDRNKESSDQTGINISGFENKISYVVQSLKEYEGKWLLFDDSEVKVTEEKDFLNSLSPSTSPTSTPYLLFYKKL
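Step one: compound is pinned into 1nM USP1/UAF1 in HEPES pH 7.8 buffer with TCEP. Step two: 15 min room-temperature incubation. Step three: Ub-Rho (150nM final) starts cleavage, tracked by fluorescence over six one-minute reads.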
TRHR agonist: activates the human TRH receptor. AID 493084. P34981. activation, % at 2 µM. TRHR cells, calcium flux fluo-8, FDSS agonist mode. 360,000 compounds, 0.18% hits; in the data active = activation above about 30%; note: 0% is about no effect
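Read-out: compound-evoked intracellular calcium rise in TRHR cells, fluo-8 dye, kinetic FDSS fluorescence at 1 s/cycle following a 10-cycle baseline. Cells cultured overnight before dye loading (30 min–1.5 h, RT).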
D2 ag: agonists of human D2 dopamine receptor. 340,000 compounds, 0.53% hits. AID 485358. activation, % at 2 µM. HEK293 T-REx D2 cells, calcium flux agonist mode. P14416;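 active = activation over 3 SD above normal in the single-dose calcium agonist read, cut at about 30% in these data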; note: 0% is about no effect
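Agonism is scored from calcium flux in a force-coupled, inducible HEK293 cell line expressing D2, read kinetically for 180 s after compound addition against dopamine controls.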
TrxR1 substrate: is turned over as a substrate by rat TrxR1; Potency, µM (top dose mostly 114 µM), for inactives: at the highest dose activity change, negative = substrate turnover; purified TrxR1 substrate turnover, NADPH consumption readout; 390,000 compounds, 0.01% hits; O89049; note: potency is the fitted concentration of half-maximal effect; % is set by controls: 0 for no effect and ±100 for the full control effect; nearly all actives have a fitted effect of over 50% in size
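Rat TrxR1, dispensed at 90 nM, was prereduced with 400 uM NADPH (final) for 5 min at ~22 deg C, then incubated with compound 15 min before 400 uM selenite. A first-read NADPH fluorescence drop versus no-compound background flagged substrates.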
PI4K2A block: PI4K2A (human) kinase inhibition | purified PI4K2A, ADP-Glo luminescence, 1 h; stronger effect = lower value | activity change, negative = inhibition, % at 76.9 µM | 420,000 compounds, 0.13% hits | AID 1346378; in the data active = activity change below about -50%; inconclusive = mostly about -30% to -49%;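 note: -100% = wells without enzyme as full effect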
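In this quantitative HTS, ADP production by PI4K2A was quantified luminescently after 1 h at ambient temperature; 100 microM adenosine served as plate-quality control.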
rTrxR1 inhibitor: blocks rat thioredoxin reductase 1 | O89049 | recombinant rTrxR1, NADPH fluorescence consumption, selenite substrate | Potency, µM (series often up to 114 µM), for the others: at the top dose activity change, negative = inhibition, usual class: inhibitors | 390,000 compounds, 1% hits; note: potency is the fitted concentration of half-maximal effect; % is set by controls: 0 for no effect and ±100 for the full control effect; nearly all actives have a fitted effect of over 65% in size
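Rat TrxR1 (90 nM in the dispensed reagent) was pre-reduced with 400 uM NADPH for 5 min at room temperature, then incubated with compound for 15 min. After 400 uM selenite was added, NADPH fluorescence (Ex 340/Em 450 nm) was followed for 8 min.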
D2 antag: antagonists of human D2 dopamine receptor; P14416; HEK293 TREx D2 cells, calcium flux, dopamine EC80; inhibition, % at 10 µM; 340,000 compounds, 2% hits; AID 485344; in the data active = inhibition above about 30%; note: 0% is about no effect
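Calcium mobilization kinetics were recorded at 1 s intervals in tetracycline-induced HEK293 T-REx D2 cells, first for 180 s after compound addition and then 180 s after EC80 dopamine.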
IDH1 R132H inh: blocks human mutant IDH1 R132H enzyme. O75874. IDH1-R132H enzyme, NADPH consumption, diaphorase/resazurin fluorescence. AID 602179. 390,000 compounds, 0.093% hits. Potency, µM (top dose mostly 76.6 µM), for the others: top-dose activity change, negative = inhibition, actives largely listed as inhibitors; note: potency is the fitted concentration of half-maximal effect; % is set by controls: 0 for no effect and ±100 for the full control effect; nearly all actives have a fitted effect of over 65% in size
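IDH1-R132H (0.5 ug/mL) preincubated 30 min with compound, then NADPH (0.016 mM) and alpha-KG (2 mM) added; 80 min at RT, pH 7.5. Remaining NADPH coupled via diaphorase/resazurin to fluorescence (540/590 nm); concentration-response curves normalized to no-enzyme control.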
* = called active by the depositor; ? = inconclusive; . = no result given; [ ] = another dose, or the depositor's remark. Unless noted, calls come from the whole dose curve; as a rule, active = well fitted inhibition curve with a large enough effect; inconclusive = small, poorly fitted or top-dose-only effect; inactive = no such curve, though single readings can be large or run the other way.

canonical_smiles	rTrxR1 inhibitor	D2 antag	USP1 inh	TrxR1 substrate	TRHR agonist	TRHR enhancer	IDH1 R132H inh	PI4K2A block	D2 ag
COC(=O)c1ccccc1NC(=O)Nc1ccc(C)cn1	6%	0	-20%	7%	-0.1	1	-4%	1	-0.3
CCCc1cc(=O)[nH]c(SCC(=O)N(Cc2ccccc2)C(C)C)n1	8%	-8	-8%	6%[57.1 µM]	-0.8	2	8%	-6	-0.6
O=C(NCc1ccccc1)C(=O)Nc1cccc(C(=O)O)c1	14%	-10	-18%	3%	0.7	5	22%	-6	1.3
CC(C)(C)OC(=O)N1CCC(NC(=O)c2nc[nH]c2C(=O)NCc2ccccc2)CC1	-7%	7	-11%	6%	0.1	-3	-11%	1	-0.6
Cc1ccc(COc2ccsc2C(=O)NN)cc1	27%[57.1 µM]	2	-11%	8%[57.1 µM]	-0.4	-6	3%	3	-3.2
Cc1cc(C)c(OCC(=O)Nc2ccc(N3CCOCC3)cc2)c(Br)c1	.	-5	.	.	0.4	-2	.	.	1.2
O=C(COC(=O)C1CCC(=O)N1)Nc1cccc([N+](=O)[O-])c1 (configuration not stated)	-1%	.	-4%	-3%	.	.	-2%	5	.
Cc1ccc(C#CC(C)(O)C(C)(C)C)cn1 (configuration not stated)	9%[2.29 µM]	5	-27%	2%[57.1 µM]	0.8	10	-7%	1	0.5
Cc1noc(C)c1C(=O)NC1CCCc2ccccc21 (configuration not stated)	7%[57.1 µM]	-16	-17%	1%[57.1 µM]	0.5	-4	1%	7	0.2
CC(C)CNS(=O)(=O)c1ccc(CCC(=O)NCc2cccnc2)cc1	25%	-26	-7%	6%	0.7	8	4%	-5	0.3
O=C(CCS(=O)(=O)c1cccs1)Nc1ccc(C(=O)NCc2cccs2)cc1	-4%	0	-12%	4%	1.1	-10	4%	-3	0.4
O=C(O)/C=C/c1ccc(-c2cccc(C(F)(F)F)c2)o1	?	-5	-13%	-12%	0.3	-1	-13%	-1	-0.5
O=C(Nc1ccccc1)c1cc([N+](=O)[O-])ccc1NCc1cccnc1	17%	4	2%	-9%	0.4	5	5%	-2	-0.2
CCCCN(CC)C(=O)Cn1c(=O)sc2ccccc21	21%	2	?	12%	0.5	0	0%	-3	-0.2
CCc1ccc(NC(=O)c2cc(C(C)C)on2)cc1	35%	-41	-10%	12%	0.6	-4	2%	-1	1.1
O=C(Nc1ccc(S(=O)(=O)Nc2ccccn2)cc1)c1cccc(Br)c1	7%	11	-7%	3%	0.4	2	2%	6	0.5
COc1ccc2[nH]c(CN3CCN(CC(C)C)C(CCO)C3)c(C)c2c1 (configuration not stated)	10%[57.1 µM]	-21	-11%	-12%[57.1 µM]	0.8	-3	5%	1	-0.6
O=S(=O)(c1ccc(Br)s1)N1CCN(CCc2ccccc2)CC1	32%	-1	-12%	5%	0.5	1	-7%	-3	0.9
COc1ccc(OC)c(-c2csc(NC(=O)Cn3[nH]c(=O)c4ccccc4c3=O)n2)c1	23%	32*	-25%	7%	0.6	0	6%	2	4.3
COC(=O)CCN1CCN(S(=O)(=O)c2cccc(Br)c2)CC1	14%	4	-7%	9%[57.1 µM]	-0.5	-5	9%	-1	4.0
COc1ccc(/C=N/NC(=O)c2ccccc2O)cc1CN1CCOCC1	-4%	-8	-12%	-12%	0.4	2	0%	-1	0.4
O=C(NC1CCCCC1)c1cc(-c2cccs2)on1	12%	12	-14%	2%	-0.7	-3	0%	2	-0.6
CCOC(=O)C1CCCN(S(=O)(=O)CCNC(=O)c2ccc(F)cc2)C1 (configuration not stated)	11%[57.1 µM]	4	-20%	5%[57.1 µM]	0.2	4	-5%	-1	0.4
COC(=O)c1cnn(-c2ccc(C)c(C)c2)c1-n1cccc1	3%	30*	-16%	-4%	-0.8	-3	0%	1	0.0
CC(=O)N1CCN(C(=O)c2ccc(NS(=O)(=O)c3cc(C)ccc3C)cc2)CC1	-17%	3	-7%	-12%	0.1	-8	3%	0	-0.1

(listing goes on)
canonical_smiles	rTrxR1 inhibitor	D2 antag	USP1 inh	TrxR1 substrate	TRHR agonist	TRHR enhancer	IDH1 R132H inh	PI4K2A block	D2 ag
COc1ccc(NS(=O)(=O)c2ccc(F)cc2F)cn1	22%	8	-11%	3%	0.4	-3	14%	-1	0.5
N#Cc1ccsc1NC(=O)CN1CCN(Cc2ccccc2)CC1	-1%[57.1 µM]	-23	-2%	-4%[57.1 µM]	0.3	-1	2%	-3	-0.3
CC(C)N1CCc2c(sc(NC(=O)c3ccc(S(=O)(=O)N4CCCCC4C)cc3)c2C(N)=O)C1 (configuration not stated)	3%	6	-20%	-1%	2.9	5	-3%	0	1.9
CCCC(=O)N(Cc1cc(=O)[nH]c2ccccc12)c1ccccc1	4%	2	-10%	8%	-1.2	2	2%	-1	-1.1
CCCN1CCC(=O)NC1=S	6%	.	-1%	2%	.	.	-1%	-4	.
O=C(Cn1cc(S(=O)(=O)Cc2ccccc2F)c2ccccc21)Nc1ccc(F)c(Cl)c1	23%	.	?	-2%	1.1	8	-13%	3	1.5
COc1ccc2c(C)c(CCC(=O)NCc3ccc(C)cc3)c(=O)oc2c1	18%	.	-19%	107%[activator]	-0.3	0	0%	-2	-1.1
CCCn1c(N)c(C(c2ccc(C(=O)OC)cc2)N2CCN(c3ccccc3)CC2)c(=O)[nH]c1=O (configuration not stated)	-32%	16	-19%	4%	-0.3	10	1%	2	48*
Cc1c(NC(=O)COC(=O)/C=C/c2cccc(Br)c2)c(=O)n(-c2ccccc2)n1C	12%	4	-12%	3%	-0.6	5	0%	7	0.5
CCCCNC(=O)CSc1nnc(Cc2ccc(Cl)c(Cl)c2)c(=O)[nH]1	13%	2	-5%	-4%	1.0	0	-6%	-3	0.1
Cc1ccccc1C(=O)NC1CCN(Cc2ccccc2)CC1	15%[57.1 µM]	19	-13%	3%[57.1 µM]	0.6	-4	-3%	-1	-1.7
CCCCCCC(=O)N(O)C1CC(=O)N(c2ccc(Br)cc2)C1=O (configuration not stated)	22µM*	1	-9%	-3%	-0.4	3	6%	5	1.2
CCOc1ncccc1C(=O)Nc1cc(S(=O)(=O)N2CCCCC2)ccc1OC	5%	-7	-12%	11%	-1.3	22	4%	-1	-0.4
CCOC(=O)N1CCC(=NNc2ccc(S(N)(=O)=O)cc2[N+](=O)[O-])CC1	-11%	-9	-20%	-8%	-0.1	-2	0%	3	0.0
COc1cc(C2N(c3cccc(Cl)c3)C(=O)C3CCCN32)cc(OC)c1OC (configuration not stated)	-1%	9	-14%	0%	0.1	2	-15%	-2	-0.2
CCCCN(C(=O)CSCc1ccc(C)cc1)c1c(N)n(CCC)c(=O)[nH]c1=O	2%	.	-22%	-4%	-0.9	-4	-4%	1	.
CCN(CC)S(=O)(=O)c1cc(C(=O)OC(C)C(=O)NCc2ccco2)ccc1C (configuration not stated)	1%	-4	-12%	-6%	-0.6	-9	-4%	-2	-0.8
CCOc1ccccc1NS(=O)(=O)c1cnc(N)nc1	4%[57.1 µM]	.	-20%	-2%[57.1 µM]	0.1	2	-2%	-3	1.0
S=c1nc(-c2csc3c2CCCC3)[nH][nH]1	-24%	-3	?	-5%	0.2	-2	-1%	2	0.0
Cc1nc(C(=O)Nc2cc(F)cc(Cl)c2)sc1C1(C)CC(c2ccccc2)=NO1 (configuration not stated)	-1%[57.1 µM]	.	15%	-8%	.	.	14%	-1	.
O=C(NCCc1csc2nc(-c3ccccc3F)nn12)c1ccco1	22%[57.1 µM]	.	-23%	6%[57.1 µM]	0.2	-1	-29%	1	-1.5
Cc1cc2ncn(C3CC(=O)N(Cc4ccccc4)C3=O)c2cc1C (configuration not stated)	-7%	-15	8%	-5%	-0.3	-2	4%	-1	-0.2
COc1ccc(NC(=O)C2CCCN(c3nccc(C)n3)C2)cc1 (configuration not stated)	9%	-6	-27%	-2%	-0.1	3	-1%	6	-0.5
Cc1ccc(C(C)C)c(OCc2ccc(C(=O)N/N=C/c3ccc(O)c(O)c3)cc2)c1	10%	.	?	4%	-1.0	-4	-1%	-1	.
Cn1ccnc1SCC(=O)Nc1cccc(S(=O)(=O)N2CCCCC2)c1	12%[57.1 µM]	8	?	5%[57.1 µM]	0.3	-1	2%	4	2.6

Three of the compounds above, as labelled records:
SMILES: CCCCN(C(=O)CSCc1ccc(C)cc1)c1c(N)n(CCC)c(=O)[nH]c1=O
  rTrxR1 inhibitor = 2%
  D2 antag = .
  USP1 inh = -22%
  TrxR1 substrate = -4%
  TRHR agonist = -0.9
  TRHR enhancer = -4
  IDH1 R132H inh = -4%
  PI4K2A block = 1
  D2 ag = .

SMILES: CCN(CC)S(=O)(=O)c1cc(C(=O)OC(C)C(=O)NCc2ccco2)ccc1C (configuration not stated)
  rTrxR1 inhibitor = 1%
  D2 antag = -4
  USP1 inh = -12%
  TrxR1 substrate = -6%
  TRHR agonist = -0.6
  TRHR enhancer = -9
  IDH1 R132H inh = -4%
  PI4K2A block = -2
  D2 ag = -0.8

SMILES: CCOc1ccccc1NS(=O)(=O)c1cnc(N)nc1
  rTrxR1 inhibitor = 4%[57.1 µM]
  D2 antag = .
  USP1 inh = -20%
  TrxR1 substrate = -2%[57.1 µM]
  TRHR agonist = 0.1
  TRHR enhancer = 2
  IDH1 R132H inh = -2%
  PI4K2A block = -3
  D2 ag = 1.0

Screens as filed in PubChem BioAssay.
